D1 antag: blocks dopamine activation of the human D1 receptor; 360,000 tested, 3.2% active; P21728; activity change, negative = inhibition, % at 10 µM; HEK293 TREx D1 cells, calcium flux, dopamine EC80; hits give low values; in the data active means activity change below about -30%; further: on the % scale 0 is the no-effect control and ±100 the full control effect
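Allosteric or orthosteric antagonism assessed as attenuation of the calcium response to EC80 dopamine, added 180 s after compound, in induced HEK293 Trex D1 cells loaded with no-wash calcium dye.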
D1 agonist: activates the human D1 dopamine receptor. P21728. HEK293 T-REx D1 cells, calcium flux, agonist mode. 360,000 tested, 1% active. AID 504660. activation, % at 2 µM; in the data active means activation above about 30%; further: 0% is about no effect
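Agonism was scored from calcium flux recorded over 180 s (1 read/s) after pintool compound addition, following a 10-cycle baseline. Cells were inducible force-coupled HEK293 TREx D1, plated overnight at 30 C and loaded with no-wash calcium dye.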
Vif-APOBEC3G blk: inhibitors of Vif-APOBEC3G interaction. Potency, µM (highest dose often 46.1 µM), for inactives: top-dose activity, negative = active, hits mostly inhibitors. HeLa A3G-eYFP + Vif (tagged APOBEC3G with the HIV-1 protein that degrades it), YFP fluorescence, overnight. AID 602310. 410,000 tested, 0.076% active;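 further: potency means the concentration at half of the fitted maximal effect; on the % scale 0 is the no-effect control and ±100 the full control effect; nearly all actives have a fitted effect of over 60% in size; hits raise eYFP signal because A3G escapes Vif-driven loss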
Target sequence (Q9HC16 whole entry, looked up): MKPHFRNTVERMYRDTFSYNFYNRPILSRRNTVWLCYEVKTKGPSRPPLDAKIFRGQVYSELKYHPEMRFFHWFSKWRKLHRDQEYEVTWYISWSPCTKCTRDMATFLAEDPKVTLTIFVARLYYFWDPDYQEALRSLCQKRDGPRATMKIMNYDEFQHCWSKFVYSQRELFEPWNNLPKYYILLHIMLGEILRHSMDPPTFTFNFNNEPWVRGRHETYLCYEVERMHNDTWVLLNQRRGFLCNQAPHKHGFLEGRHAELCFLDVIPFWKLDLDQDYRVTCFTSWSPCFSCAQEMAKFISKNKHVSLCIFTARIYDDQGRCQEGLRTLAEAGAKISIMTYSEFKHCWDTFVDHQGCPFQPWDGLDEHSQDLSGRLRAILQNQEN
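HeLa cells stably expressing Vif and C-terminally eYFP-tagged A3G, seeded overnight at 37 deg C, then exposed to compound by pintool overnight at 37 deg C. Rise in yellow fluorescence (Ex 488/Em 500-530, Acumen) marks blocked Vif-driven A3G degradation.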
Vif-APOBEC3F blk: inhibitors of Vif-A3F interaction; 390,000 tested, 0.2% active; AID 602313; Potency, µM (doses to about 46.1 µM), for the others: top-dose activity, negative = active; HeLa A3F-eYFP + Vif (tagged APOBEC3F with the HIV-1 protein that degrades it), YFP fluorescence increase; further: potency means the concentration at half of the fitted maximal effect; % of control where 0% means no effect; nearly all actives have a fitted effect of over 65% in size
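HeLa cells stably expressing A3F-eYFP plus Vif, plated and incubated overnight at 37 deg C, then exposed to compounds overnight at 37 deg C. Blocked degradation read as raised yellow fluorescence (Ex 488/Em 500-530).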
Glioma ERSR ind: ER stress response induction in glioma. Potency, µM, inactives show at the highest dose activation, actives largely listed as activators. U87-MG GRP78 promoter luciferase reporter, 16 h. 420,000 tested, 0.02% active; further: potency means the concentration at half of the fitted maximal effect; series mostly up to about 76 µM; % of control where 0% means no effect; nearly all actives have a fitted effect of over 35% in size
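ERSR induction read as luciferase luminescence (Bright-Glo, 10 min at room temperature) in stably transfected human U87-MG glioma cells exposed to compounds for 16 h, using GRP78 as sensor.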
LDHA block: LDHA (human) enzyme inhibition; activity change, % (values are at about 110 or 230 µM); AID 1347041; purified LDHA, NADH/diaphorase-resazurin fluorescence; hits give low values; 480,000 tested, 0.15% active; in the data active means activity change below about -30%; inconclusive means mostly about -25% to -30%;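 further: plate controls were DMSO wells for no effect and wells without enzyme for full effect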
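Enzyme activity of human lactate dehydrogenase 5 (2 nM; 0.06 mM NADH, 0.2 mM pyruvate, 5 min, RT) is measured via a resazurin/diaphorase fluorescence readout of residual NADH.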
RXFP1 agonist: RXFP1 (human) receptor agonism; 370,000 tested, 0.3% active; Q9HBX9; Potency, µM (titrated, usually from 57.5 µM), for the others: at the top dose activation, hits mostly activators; HEK293T-RXFP1 cAMP TR-FRET, 30 min; response scale: percent of porcine relaxin response, buffer zero; AID 2676; further: potency means the concentration at half of the fitted maximal effect; on the % scale 0 is the no-effect control and ±100 the full control effect; nearly all actives have a fitted effect of over 60% in size; many of its hits are not listed in these tables
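HEK293T cells stably expressing RXFP1 were pretreated with the PDE4 inhibitor Ro 20174, exposed to compounds for 30 min at 37C, lysed, and cAMP was read by TR-FRET. Data normalized to buffer (basal) and 29 nM porcine relaxin (100%).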
D1 PAM: human D1 dopamine receptor positive modulation; P21728; HEK293 TREx D1 cells, calcium flux, dopamine EC20 potentiation; potentiation, % at 10 µM; 360,000 tested, 0.036% active; AID 504651; in the data active means potentiation above about 30%; further: 0% is about no effect
D2 potentiator: D2 dopamine receptor (human) potentiation | HEK293 T-REx D2, calcium flux, EC20 dopamine potentiation | potentiation, % at 10 µM | 340,000 tested, 0.34% active | AID 485347;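 active means potentiation over 3 SD above the plate norm, cut at about 30% in these data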; further: 0% is about no effect
Target sequence (P14416 whole entry, looked up): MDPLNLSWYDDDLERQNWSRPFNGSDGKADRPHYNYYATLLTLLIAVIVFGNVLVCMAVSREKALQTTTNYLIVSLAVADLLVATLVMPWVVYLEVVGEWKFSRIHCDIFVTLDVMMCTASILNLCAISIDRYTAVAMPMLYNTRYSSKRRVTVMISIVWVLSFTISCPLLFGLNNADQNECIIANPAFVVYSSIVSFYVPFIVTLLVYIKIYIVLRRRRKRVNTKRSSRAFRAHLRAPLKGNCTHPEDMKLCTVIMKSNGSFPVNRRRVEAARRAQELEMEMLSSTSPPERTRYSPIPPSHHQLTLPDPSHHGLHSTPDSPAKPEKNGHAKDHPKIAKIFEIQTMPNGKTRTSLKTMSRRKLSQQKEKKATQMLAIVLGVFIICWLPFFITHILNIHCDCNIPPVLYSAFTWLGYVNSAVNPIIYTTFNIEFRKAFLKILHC
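Calcium flux readout, no-wash dye, 1 read/s. Inducible HEK293 Trex D2 line, overnight 30 C. Compound alone 180 s (agonist flags), then EC20 dopamine, another 180 s to score potentiation.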
* hit, by the source's call; ? = inconclusive; . = no result given; & = joins results of further samples. Unless noted, the call rests on the fitted dose curve; in most records, active means well fitted curve in the direction sought with a large enough effect; inconclusive means small, poorly fitted or top-dose-only effect, or another doubt; inactive means no such curve, though single readings can be large; an effect the other way counts as inactive or inconclusive. This is a subset, so the mix of outcomes need not match the whole.

canonical_smiles,D2 potentiator,Vif-APOBEC3G blk,LDHA block,D1 PAM,D1 agonist,RXFP1 agonist,Vif-APOBEC3F blk,D1 antag,Glioma ERSR ind
CCn1nc(C(=O)OCC(=O)N(CC(C)C)c2c(N)n(Cc3ccccc3)c(=O)[nH]c2=O)c2ccccc2c1=O,6.6,2.9%,3.7,-3.3,0.0,2.0%,3.0%,-5.0,-5.6%
O=C(O)CSc1ccc(NC(=O)Nc2ccccc2F)cc1,-10.3,0.7%,-1.6,4.4,4.5,2.8%,-1.5%,37.6,-3.9%
CCN(CC)Cc1cc(O)c(CN(CC)CC)cc1O,-3.9,3.4%,10.2,-3.5,0.3,0.0%,-3.9%,6.9,-3.9%
O=C(Nc1ccc(NC(=S)NC(=O)c2ccco2)cc1)c1ccccc1,13.4,0.6%,-7.4,-4.8,3.1,2.6%,-0.2%,4.3,-3.7%
COc1ccccc1/C=C/C(=O)Nc1nc2n(n1)C(c1ccc(F)cc1)C=C(c1ccccc1)N2 (configuration not stated),3.5,-2.4%,-15.9,0.2,-1.0,0.5%,0.6%,19.3,1.3%
COc1ccc(OCCN(C)Cc2ccccc2)cc1,-8.7,-1.2%,-2.1,-5.3,1.1,-3.2%,-1.8%,0.5,-0.8%
COc1cccc(OCC(O)CN2C(C)CCCC2C)c1 (configuration not stated),-4.7,0.0%,0.8,1.7,2.8,2.3%,0.7%,7.7,1.8%
C[C@@H]1C=C[C@](Cc2ccccc2)(C(=O)NCC2CC2)N1C(=O)c1ccccc1,-2.9,4.0%,1.0,-3.2,-3.3,0.1%,6.5%,26.0,1.4%
CCC(=O)Nc1ccc(OCc2nc3ccccc3s2)cc1,4.3,-4.9%,-14.4,-1.4,4.3,3.8%,-44.3%,-6.2,-6.4%
COC(=O)CSc1nnc(Cc2cc(=O)[nH]c(=O)[nH]2)n1-c1cccc(OC)c1,.,3.0%,-9.4,4.8,2.8,1.0%,-4.5%,10.5,-2.4%
Cc1[nH]c2c(C)cccc2c1CCNS(=O)(=O)c1cccc([N+](=O)[O-])c1,4.1,-6.2%,-6.2,-8.1,2.0,1.5%,-8.3%,-5.3,-1.0%
CC(C)Cn1c(=O)c2ccccc2n2c(CCC(=O)N3CCN(c4ccccc4)CC3)nnc12,9.9,6.0%,2.8,-1.9,3.1,1.7%,-3.2%,19.9,-1.4%
COCCN1C=C(C(=O)OC)C(c2ccc(OC)c(OC)c2)C(C(=O)OC)=C1,-5.7,1.1%,3.9,-8.7,4.6,5.1%,-1.0%,-28.5,-1.4%
CC1CC(C)(C)CC2(C1)NC(=O)N(CC(=O)Nc1cc([N+](=O)[O-])ccc1F)C2=O (configuration not stated),8.0,-8.1%,-12.8,-5.8,0.5,1.6%,5.8%,-33.1*,-3.3%
CCOc1ccccc1-c1nc(C(N)=O)c2[nH]c(=O)n(-c3ccc(F)cc3)c2n1,0.1,-1.9%,-0.9,-2.5,1.7,?,-15.1%,6.1,-4.1%
Oc1ccc(-c2nc3ccc(Cl)cn3c2Nc2ccc(Cl)cc2)cc1,.,-7.9%,-9.4,-1.1,-0.1,6.6%,1.9%,6.8,-8.8%
Cc1ccc(NC(=O)Cn2cc(S(=O)(=O)N3CCCC3)c(S(=O)(=O)N3CCCC3)c2)cc1F,-7.8,-0.8%,-8.6,-6.1,2.4,-0.8%,0.5%,-18.2,-3.0%
CCCn1c(N)c(N(CCOC)C(=O)CSCC(=O)Nc2cccc(C)c2)c(=O)[nH]c1=O,-5.5,-0.1%,-0.2,-1.6,1.0,0.6%,-13.0%,2.5,-1.4%
O=C(NNC(=O)C1CCCO1)c1ccc(Cl)cc1 (configuration not stated),4.3,2.0%,-3.5,11.6,3.8,-1.5%,-0.5%,1.0,-2.9%
COc1ccc(-n2nnc3c(=O)n(Cc4ccccc4C)cnc32)cc1,0.8,4.3%,-11.9,-2.9,1.5,-3.6%,-1.0%,-1.8,-3.3%
COc1ccc(CCNC(=O)CS(=O)(=O)Cc2nc(-c3ccccc3Cl)oc2C)cc1OC,-1.3,4.6%,0.7&-2.7,2.0,0.6,-0.2%,-3.6%,17.6,-3.3%
COc1ccc(NC(=O)c2cc(S(=O)(=O)NCC3COc4ccccc4O3)ccc2F)cc1 (configuration not stated),11.7,-2.0%,-1.1,0.0,3.1,-0.3%,-2.5%,-14.2,-4.8%
Cc1ccc(N(C(=O)COc2ccccc2C)S(=O)(=O)c2ccc(Cl)cc2)cc1,-5.8,-2.2%,-2.8,1.5,5.4,4.2%,-0.4%,-13.2,-1.0%
CCN1CCC(O)(/C=C/c2ccc(C)cc2)C(C(=O)/C=C/c2ccc(C)cc2)C1 (configuration not stated),.,-15.4%,-2.0,.,.,.,6.3%,.,-13.6%
CN1CCN(C2Cc3ccc(F)cc3Sc3cc(F)c(Cl)cc32)CC1 (configuration not stated),.,-26.2%,-1.6,.,.,.,7.5%,.,-12.3%
N#Cc1cnn2c(C(F)(F)F)c3c(nc12)CCCC3,0.0,-1.1%,-6.5,-4.8,3.0,6.8%,0.3%,6.5,1.5%
COC(=O)C1=C(CS(=O)(=O)c2ccc(C)cc2C)NC(=O)NC1c1ccc(C)cc1 (configuration not stated),0.4,-4.9%,4.3,-0.7,1.7,2.1%,2.3%,26.1,-3.5%
CCOc1ccc(S(=O)(=O)N2CCN(c3ccccc3)CC2)cc1C(N)=O,.,-0.3%,5.5,-0.2,-0.7,5.1%,1.6%,10.3,-3.5%
O=C(NCCc1ccc(Cl)cc1)c1ccc2c(c1)N(Cc1ccc(F)cc1)C(=O)CS2,-7.9,5.3%,-3.9,1.1,-1.0,1.9%,1.5%,3.0,1.3%
Cc1ccc(Nc2c(-c3ccccn3)nc3ccc(Br)cn23)cc1,-3.4,-1.6%,2.7,-0.8,0.5,-0.2%,0.5%,4.9,-0.8%

In a second layout: results already given
COC(=O)C1=C(CS(=O)(=O)c2ccc(C)cc2C)NC(=O)NC1c1ccc(C)cc1 (configuration not stated)
  D2 potentiator: 0.4 | Vif-APOBEC3G blk: -4.9% | LDHA block: 4.3 | D1 PAM: -0.7 | D1 agonist: 1.7 | RXFP1 agonist: 2.1% | Vif-APOBEC3F blk: 2.3% | D1 antag: 26.1 | Glioma ERSR ind: -3.5%

CCC(=O)Nc1ccc(OCc2nc3ccccc3s2)cc1
  D2 potentiator: 4.3 | Vif-APOBEC3G blk: -4.9% | LDHA block: -14.4 | D1 PAM: -1.4 | D1 agonist: 4.3 | RXFP1 agonist: 3.8% | Vif-APOBEC3F blk: -44.3% | D1 antag: -6.2 | Glioma ERSR ind: -6.4%

CCN(CC)Cc1cc(O)c(CN(CC)CC)cc1O
  D2 potentiator: -3.9 | Vif-APOBEC3G blk: 3.4% | LDHA block: 10.2 | D1 PAM: -3.5 | D1 agonist: 0.3 | RXFP1 agonist: 0.0% | Vif-APOBEC3F blk: -3.9% | D1 antag: 6.9 | Glioma ERSR ind: -3.9%

(continued)
canonical_smiles,D2 potentiator,Vif-APOBEC3G blk,LDHA block,D1 PAM,D1 agonist,RXFP1 agonist,Vif-APOBEC3F blk,D1 antag,Glioma ERSR ind
CC(C)C[C@H](NC(=O)N1CC(=O)Nc2ccccc21)C(=O)N[C@H](Cc1ccccc1)C(=O)O,.,-0.5%,-17.8,-0.1,2.6,2.9%,-5.6%,11.0,-0.2%
O=C(Nc1ccccc1SCC1CSc2nc3ccccc3c(=O)n21)c1ccccc1Cl (configuration not stated),.,-0.1%,-1.4,-12.8,2.2,-0.1%,-7.9%,-5.7,2.8%
CN(Cc1ccccc1O)CC1CCCN(CCc2ccc(Cl)cc2)C1 (configuration not stated),-20.1,0.9%,-15.9,-10.3,2.9,-0.1%,6.4%,-28.1,-4.2%
N#C/C(=C(/O)c1ccc(Br)s1)c1nc2ccccc2[nH]1,.,-25.9%,-4.7,-6.8,4.0,22.5%,-4.2%,-44.7*,-1.2%
COC(=O)c1ccc2c(=O)n(CCCCCC(=O)NCc3ccccc3)c(=O)[nH]c2c1,-1.1&-1.0,-1.1%&-0.6%,2.3&-9.5,-0.2&0.9,3.2&0.8,6.7%&0.8%,0.6%&0.7%,13.9&-0.7,-3.7%&1.8%
COc1ccc(CCNC(=S)N2CCN(S(=O)(=O)c3ccccc3)CC2)cc1,-5.5,2.0%,-3.1,-3.5,5.6,1.8%,1.0%,-2.7,-0.9%
O=C(NC(Cc1ccccc1)C(=O)O)/C(=C\c1cccc([N+](=O)[O-])c1)NC(=O)c1ccco1 (configuration not stated),-0.2,-0.3%,-2.8,-3.2,6.2,0.0%,6.4%,31.6,-4.3%
COc1ccc(CNC(=O)CSc2ncnc3nc[nH]c23)cc1,-4.6,-5.4%,-5.1,-0.7,1.3,2.8%,-2.3%,6.3,-1.0%
Cc1nnc(N(C(=O)c2cnccn2)c2ccccc2)s1,7.4,6.8%,4.6,2.2,3.0,2.5%,9.1%,36.8,2.8%
CC(C)(C)NC(=O)c1ccc2c(c1)N(CC(=O)NC1CCCC1)C(=O)C(C)(C)O2,-28.6,-3.9%,-0.4,-5.5,1.1,0.5%,15.6%,-7.2,1.3%
O=c1c(Cc2ccc(F)cc2)c(O)ccn1CC1CCCO1 (configuration not stated),-1.4,0.8%,-5.4,4.7,3.9,0.9%,5.5%,1.2,2.2%
COc1cccc(-c2noc(CCCC(=O)Nc3ccc(C(N)=O)cc3)n2)c1,5.9,0.0%,-1.0,-3.8,-1.1,0.6%,5.9%,-4.7,-7.4%
CCN(CC)S(=O)(=O)c1cc(NC(=O)C(C)OC(=O)c2[nH]c(C)c(C(C)=O)c2C)ccc1C (configuration not stated),-7.8,0.5%,2.1,-2.9,10.4,0.7%,8.7%,1.6,-2.9%
O=C(NC1C=CS(=O)(=O)C1)c1sc2ccccc2c1Cl (configuration not stated),1.3,-19.6%,2.6,-7.3,4.2,4.8%,0.3%,14.2,1.7%
COC(=O)CC(=O)CSc1nc2c(cc1C#N)CCC2,-8.1,0.7%,-2.7,-1.2,4.0,1.7%,-9.3%,-14.9,2.0%
Cc1cc(C(=O)NNC(=S)Nc2ccccc2)nn1C,5.5,1.1%,4.9,-1.8,5.5,1.1%,0.2%,-6.9,-1.1%
